# POLI inh = blocks human DNA polymerase iota activity; Pol iota fluorescent replication assay, 10 min; 390,000 tested, 1% active; Q9UNA4; Potency, µM (doses to about 115 µM), without a hit: top-dose activity, negative = inhibition, hits mostly inhibitors
#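 Fluorescent replication assay read twice, at 0 min and 10 min after adding 50 nM (final) substrate. Enzyme (10 nM) and compounds were first incubated 15 min at room temperature; enzyme-free buffer wells were negative controls.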
# HP1b binding inh = HP1-beta chromodomain-methylated histone interaction inhibition; P83916; Potency, µM (series often up to 114 µM), without a hit: at the highest dose activity change, negative = inhibition, usual class: inhibitors; 390,000 tested, 0.56% active; AID 540317; AlphaScreen HP1-beta / biotin-H3K9me3 peptide binding; note: nearly all actives have a fitted effect of over 70% in size; inactives centre near 23
#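 AlphaScreen: HP1-beta (50 nM) preformed 30 min with biotin-H3(1-18)K9me3 peptide (50 nM) in PBS pH 7.4, 0.01% Tween-20. Compound added for 30 min at RT, then streptavidin donor/nickel chelate acceptor beads (10 ug/mL) for 30 min.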
# GLS inhibitor = blocks human kidney-isoform glutaminase activity | Potency, µM (doses to about 45.5 µM), inactives show top-dose activity change, negative = inhibition, hits mostly inhibitors | O94925 | 410,000 tested, 0.21% active | AID 624170 | GLS enzymatic activity, qHTS titration; note: % is set by controls: 0 for no effect and ±100 for the full control effect
# Target sequence (O94925 whole entry, looked up, canonical isoform): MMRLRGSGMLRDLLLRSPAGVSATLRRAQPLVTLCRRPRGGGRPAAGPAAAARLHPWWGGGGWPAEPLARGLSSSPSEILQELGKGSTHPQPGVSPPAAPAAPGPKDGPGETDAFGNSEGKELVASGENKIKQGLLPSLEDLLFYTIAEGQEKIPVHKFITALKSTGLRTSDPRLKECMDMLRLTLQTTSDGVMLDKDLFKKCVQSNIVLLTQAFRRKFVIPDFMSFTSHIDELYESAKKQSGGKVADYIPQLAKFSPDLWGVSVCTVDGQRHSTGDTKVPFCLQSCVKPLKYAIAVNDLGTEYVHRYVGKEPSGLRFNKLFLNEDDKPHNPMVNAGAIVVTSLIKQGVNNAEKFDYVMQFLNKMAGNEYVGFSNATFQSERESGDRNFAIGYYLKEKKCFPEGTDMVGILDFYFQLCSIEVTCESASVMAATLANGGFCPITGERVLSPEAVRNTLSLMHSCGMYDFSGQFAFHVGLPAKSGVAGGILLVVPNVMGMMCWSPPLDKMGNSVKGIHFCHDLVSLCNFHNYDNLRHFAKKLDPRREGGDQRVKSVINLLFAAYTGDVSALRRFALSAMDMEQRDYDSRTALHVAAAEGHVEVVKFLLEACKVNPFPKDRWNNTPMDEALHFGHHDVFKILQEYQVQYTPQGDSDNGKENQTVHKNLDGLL
#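 Two-point fluorescence kinetic (t0, 30 min RT) for hKGA; glutamate detected via glutamate oxidase–HRP–Amplex Red. Substrate: 1 mM L-glutamine solution; buffer 45 mM KH2PO4, pH 8.2.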
# BLM inh = inhibitors of human Bloom syndrome helicase BLM; Potency, µM (top dose mostly 56.1 µM), inactives show at the top dose activity change, negative = inhibition, usual class: inhibitors; recombinant BLM DNA unwinding, fluorescence dequenching; 350,000 tested, 0.2% active; P54132;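 note: plate controls were vehicle for no effect and no enzyme for full effect; nearly all actives have a fitted effect of over 35% in size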
# G9a inh = inhibitors of human histone lysine methyltransferase G9a | 350,000 tested, 8.8% active | AID 504332 | Potency, µM (doses to about 102 µM), for inactives: at the highest dose activity, negative = inhibition, most hits filed as inhibitors | G9a H3K9 monomethylation, AlphaScreen, 2 h; note: % is set by controls: 0 for no effect and ±100 for the full control effect; nearly all actives have a fitted effect of over 75% in size
# Target sequence (Q96KQ7 913-1193 limits assumed): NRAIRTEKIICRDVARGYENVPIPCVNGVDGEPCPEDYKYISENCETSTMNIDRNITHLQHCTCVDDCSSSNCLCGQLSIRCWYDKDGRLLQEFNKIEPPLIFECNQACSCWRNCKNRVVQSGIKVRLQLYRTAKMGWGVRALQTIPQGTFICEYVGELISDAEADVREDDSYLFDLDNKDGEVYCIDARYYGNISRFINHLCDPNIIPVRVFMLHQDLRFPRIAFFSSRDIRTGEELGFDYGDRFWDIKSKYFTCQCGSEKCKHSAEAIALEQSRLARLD
#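 Step 1: enzyme (final 20 nM) with compound, 15 min RT. Step 2: substrate peptide 500 nM and SAM 20 uM, 2 h RT. Step 3: anti-H3K9me1 antibody and AlphaScreen beads, 10 min, then plate read.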
# Tb PGK inh = inhibitors of T. brucei phosphoglycerate kinase; PGK/GAPDH coupled, Kinase-Glo luminescence, 60 min; 380,000 tested, 0.043% active; AID 602233; Potency, µM (series often up to 57.5 µM), for the others: at the top dose activity change, negative = inhibition, hits mostly inhibitors; note: % is set by controls: 0 for no effect and ±100 for the full control effect; nearly all actives have a fitted effect of over 60% in size
#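 Recombinant glycosomal PGK reaction used 1,3-bisphosphoglycerate generated in-well by GAPDH (100nM final) in 100mM TEA pH 7.6, 5mM MgCl2, 0.01% Tween-20. After 60 minutes at room temperature, ATP was read by Kinase-Glo Plus luminescence end-point.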
# JMJD2A Tudor inh = blocks the human JMJD2A Tudor domain; O75164; AlphaScreen JMJD2A-Tudor / H3K4me3 peptide binding; Potency, µM (titrated, usually from 114 µM), for inactives: at the top dose activity change, negative = inhibition, most hits filed as inhibitors; 390,000 tested, 4.4% active; AID 504339; note: % is set by controls: 0 for no effect and ±100 for the full control effect; nearly all actives have a fitted effect of over 50% in size
# BAZ2B inh = inhibitors of human BAZ2B bromodomain | Potency, µM (titrated, usually from 114 µM), inactives show at the highest dose activity change, negative = inhibition, most hits filed as inhibitors | AlphaScreen BAZ2B-H3K14Ac peptide displacement | Q9UIF8 | 360,000 tested, 4.4% active | AID 504333; note: % is set by controls: 0 for no effect and ±100 for the full control effect; nearly all actives have a fitted effect of over 60% in size
#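 Inhibition is scored as reduced AlphaScreen emission. The BAZ2B/b-H3(5-23)K14Ac complex (50 nM each) in PBS pH 7.4, 0.01% Tween-20 meets compound (up to 110 uM) for 30 min at RT before bead addition.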
# Pin1 inhibitor = inhibitors of human Pin1; Q13526; Pin1 FP peptide displacement, HiFluor488, 10 min; Potency, µM (top dose mostly 115 µM), without a hit: at the highest dose activity, negative = inhibition, actives largely listed as inhibitors; 390,000 tested, 0.009% active; AID 504891; active = well fitted inhibition curve with a large enough effect in the polarisation, with a control signal flat, not every such curve was filed as active; inconclusive = small, poorly fitted or top-dose-only effect, or effect the other way, or a change in a side signal; inactive = no such curve, though single readings can be large or run the other way; the % refers to the polarisation; note: % is set by controls: 0 for no effect and ±100 for the full control effect
# Target sequence (Q13526 whole entry, looked up): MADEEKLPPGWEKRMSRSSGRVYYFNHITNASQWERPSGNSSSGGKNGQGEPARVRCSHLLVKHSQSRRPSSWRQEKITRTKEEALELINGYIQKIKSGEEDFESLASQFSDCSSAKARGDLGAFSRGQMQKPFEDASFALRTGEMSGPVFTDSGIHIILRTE
# * marks the source's active call; other numbers are inactive results; i = inactive; u = inconclusive; x = no result given; & = joins results of further samples; [ ] = remark or other dose. Unless noted, calls come from the whole dose curve; as a rule, active = well fitted curve in the direction sought with a large enough effect; inconclusive = small, poorly fitted or top-dose-only effect, or another doubt; inactive = no such curve, though single readings can be large; an effect the other way counts as inactive or inconclusive. Potency is the fitted concentration of half-maximal effect. An excerpt; rates above refer to the full screens.
(1) COc1cc(/C=C2\C(=N)N3N=C(S(C)(=O)=O)SC3=NC2=O)ccc1OC(=O)c1cccs1
(2) COc1ccc(C2C(C(=O)c3cccs3)=C(O)C(=O)N2c2cccc(C)n2)cc1OC (centres undefined)
(3) CS(=O)(=O)c1ccc(Cl)c(C(=O)Nc2ccc3nc(N4CCOCC4)sc3c2)c1
(4) CCCCCN(C(=O)CCC(=O)OCC(=O)c1cccc(OC)c1)c1c(N)n(CCCC)c(=O)[nH]c1=O
(5) Cc1ccc(-c2cc(C(=O)NCCc3ccccn3)c3ccccc3n2)c(C)c1
(6) COc1ccc(N2CCN(C(=O)c3ccc(CS(=O)(=O)c4ccc(Br)cc4)o3)CC2)cc1
(7) CCCOc1ccc(-c2nc(-c3ccc([N+](=O)[O-])cc3)cs2)cc1
(8) COc1cc(C)ccc1OCC(=O)Nc1nnc(C2CC2)s1
entry no.,1,2,3,4,5,6,7,8
POLI inh,-5%,6%,50%[activator],135%[activator],7%,u,-4%,24%
HP1b binding inh,31%,28%,23%,10%,18%,25%&-6%,-8%,35%
GLS inhibitor,19%,9%,1%,0%,8%,-18%&1%,-1%,-4%
BLM inh,-10%,3%,x,0%,1%,-4%&-2%,-8%,x
G9a inh,-25%,-50%,u,u,14%[59 µM],u,-15%,x
Tb PGK inh,3%,-5%,9%,-8%,-7%,-1%&-7%,1%,i
JMJD2A Tudor inh,-4%,-22%,-9%,-14%,13%,-18%&-26%,-24%,-6%
BAZ2B inh,56µM*,-24%,1%,-18%,4%,u,u,x
Pin1 inhibitor,7%,1%,21%,-1%,-2%,-3%&-1%,0%,8%

(9) Cc1csc(=O)n1CC(=O)OC(C)C(=O)Nc1ccc(F)c(F)c1F (centres undefined)
(10) CC(C)(C)OC(=O)C[C@H]1C/C=C\C[C@H](CC(=O)NCCO)C(=O)NC[C@@H](c2ccccc2)OC1=O
(11) COc1ccccc1/C=C/c1onc(C)c1S(=O)(=O)N1CCC(C(=O)NC(C)C)CC1
(12) COc1cc2c(cc1OC)C(COc1ccc(F)cc1)N(C(=O)c1ccco1)CC2 (centres undefined)
(13) CCOc1cccc(NC(=O)C2CC(=O)N(C)C(=Nc3cccc(OC)c3)S2)c1 (centres undefined)
(14) COC(=O)COc1ccc(S(=O)(=O)Nc2ccccc2C(=O)OC)cc1
(15) COc1ccccc1N(CC(O)CN1C(C)CCCC1C)S(=O)(=O)c1ccccc1 (centres undefined)
(16) COc1ccc(C(CC(=O)c2ccccc2)C2CCCCC2=O)cc1 (centres undefined)
entry no.,9,10,11,12,13,14,15,16
POLI inh,13%,14%,4%,-5%,u,10%,95%[activator],33%[activator]
HP1b binding inh,21%,30%,19%,-8%,35%,32%,12%,73%[activator]
GLS inhibitor,-5%,-4%,6%,-2%,1%,16%,-10%,1%
BLM inh,x,x,-4%,-10%,-12%,-3%,0%,-15%
G9a inh,-36%,x,5%,u,u,0%[12.7 µM],14%,-47%[59 µM]
Tb PGK inh,-2%,0%,-6%,2%,i,5%,-5%,-1%
JMJD2A Tudor inh,-13%,-14%,-11%,u,-18%,-11%,-8%,-13%
BAZ2B inh,3%,x,-9%,u,-8%,5%,-8%,-2%
Pin1 inhibitor,-3%,-4%,-4%,0%,u,0%,-5%,1%

# Structures listed so far that have two or more sulfur atoms (two):
(1) COc1cc(/C=C2\C(=N)N3N=C(S(C)(=O)=O)SC3=NC2=O)ccc1OC(=O)c1cccs1
(3) CS(=O)(=O)c1ccc(Cl)c(C(=O)Nc2ccc3nc(N4CCOCC4)sc3c2)c1
entry no.,1,3
POLI inh,-5%,50%[activator]
HP1b binding inh,31%,23%
GLS inhibitor,19%,1%
BLM inh,-10%,x
G9a inh,-25%,u
Tb PGK inh,3%,9%
JMJD2A Tudor inh,-4%,-9%
BAZ2B inh,56µM*,1%
Pin1 inhibitor,7%,21%

# The main list resumes, starting 2 compounds before the break.
(15) COc1ccccc1N(CC(O)CN1C(C)CCCC1C)S(=O)(=O)c1ccccc1 (centres undefined)
(16) COc1ccc(C(CC(=O)c2ccccc2)C2CCCCC2=O)cc1 (centres undefined)
(17) Cc1ccc(S(=O)(=O)N2[C@@H](c3ccc4c(c3)OCO4)C(C(=O)O)=C[C@H]2C(C)(C)C)cc1
(18) O=C1CN(S(=O)(=O)c2ccc(Cl)cc2)CC(=O)N1CCc1ccccc1
(19) COc1ccc(Cl)cc1CN1CCN(c2nc(C)cc(C)c2C#N)CC1
(20) Cc1cc(C)cc(C(=O)NCCC(=O)NCc2cc(=O)n(C)c(=O)n2C)c1
(21) Cc1cccn2c(=O)c3cc(C(N)=S)c(=N)n(CCCN4CCOCC4)c3nc12
(22) CCOc1ccc(NC(=O)Cn2c(=O)n(Cc3nc(-c4ccccc4)no3)c(=O)c3ccccc32)cc1
(23) CC(C)NS(=O)(=O)c1ccc(CCC(=O)N2CCCCC2)cc1
(24) CCOc1ccc(CCNC(=O)c2ccc(CSCc3ccccc3C)o2)cc1OCC
entry no.,15,16,17,18,19,20,21,22,23,24
POLI inh,95%[activator],33%[activator],16%,-3%,4%,41%[activator],19%,11%,24%,-5%
HP1b binding inh,12%,73%[activator],39%,27%,68%[activator],27%,26%,-7%,3%,41%
GLS inhibitor,-10%,1%,-3%,-1%,4%,0%,-20%,-1%,15%,3%
BLM inh,0%,-15%,x,-2%,-4%,0%,92%[activator],0%,-3%,-3%
G9a inh,14%,-47%[59 µM],x,-18%,5%[12.7 µM],18%,45µM*,-7%[59 µM],11%,u
Tb PGK inh,-5%,-1%,6%,0%,1%,i,i,i,1%,2%
JMJD2A Tudor inh,-8%,-13%,-10%,1%,4%,-16%,-31%,-12%,-8%,-23%
BAZ2B inh,-8%,-2%,x,5%,2%,-21%,-33%,-6%,-10%,13%
Pin1 inhibitor,-5%,1%,-3%,10%,u,-11%,-12%,2%,-1%,u

# Taken from above:
# BLM inh with compound 20 reads 0%
# HP1b binding inh with compound 22 reads -7%

# (next part)
(25) COc1cccc(CN2C(=O)N(c3ccc(C)cc3)C(=O)C2CC(=O)Nc2cc(OC)cc(OC)c2)c1 (centres undefined)
(26) O=S(=O)(c1cccc(-c2nc3n(n2)Cc2ccccc2-3)c1)N1CCCC1
(27) Fc1ccc(COc2ccc(Cl)cc2/C=N/Nc2nc(N3CCCC3)nc(N3CCCC3)n2)cc1
(28) Cc1ccc(NC(=O)CCCn2c3ccccc3c(=O)c3cc(C)ccc32)c(Br)c1
(29) CCN(CC)S(=O)(=O)c1ccc(N2CC(C(=O)NCCc3ccc(Cl)cc3)CC2=O)cc1 (centres undefined)
(30) O=c1cc(CN2CCN(S(=O)(=O)c3ccccc3)CC2)nc2ccc(Cl)cn12
(31) O=C(COC(=O)CNC(=O)c1ccc(Cl)c([N+](=O)[O-])c1)NNC(=O)c1ccccc1F
(32) COc1ccc(N2CC(C)Cn3c2nc2c3c(=O)n(Cc3ccccc3F)c(=O)n2C)c(OC)c1 (centres undefined)
entry no.,25,26,27,28,29,30,31,32
POLI inh,29%,-23%,-16%,9%,46%[activator],u,15%,2%
HP1b binding inh,30%,28%,46%[activator],20%,27%,42%[activator],30%,u
GLS inhibitor,5%,-7%,0%,-2%,1%,1%,7%,u
BLM inh,-4%,0%,-1%,-14%,x,x,x,-6%
G9a inh,u,9%[59 µM],-3%[12.7 µM],2%[59 µM],3%[0.501 µM],-6%[0.501 µM],-1%[12.7 µM],u
Tb PGK inh,-9%,x,0%,4%,0%,-2%,1%,i
JMJD2A Tudor inh,-17%,-13%,-12%,-4%,-14%,4%,-14%,u
BAZ2B inh,-19%,0%,1%,1%,9%,3%,-20%,u
Pin1 inhibitor,1%,-2%,1%,24%,18%,0%,4%,-8%

(33) C=CCn1c(SCC(=O)OCc2ccccc2)nc2c1c(=O)n(C)c(=O)n2C
(34) CSCc1cccc(C(=O)OC(C)C(=O)Nc2c(C)n(C)n(-c3ccccc3)c2=O)c1 (centres undefined)
(35) CCCN(C(=O)COC(=O)CC1CCCCC1)c1c(N)n(Cc2ccccc2)c(=O)[nH]c1=O
(36) COc1ccc(NC(=O)[C@H]2O[C@@H]3OC(C)(C)O[C@@H]3[C@H]3OC(C)(C)O[C@H]32)c(OC)c1
(37) CNC(=O)c1ccc(Nc2nnc(-c3ccc(C)c(S(=O)(=O)NC(C)(C)C)c3)c3ccccc23)cc1
(38) CC1=CC(C)=Nc2ccccc2N1
(39) COc1ccccc1NC(=O)C1=C(C)Nc2nc(-c3ccco3)nn2C1c1cccc(C)c1 (centres undefined)
(40) CC1CN(CCOc2cccc(Oc3ccccc3)c2)CC(C)O1 (centres undefined)
(41) C=CCN=C(C)C1=C(O)C(C)OC1=O (centres undefined)
entry no.,33,34,35,36,37,38,39,40,41
POLI inh,29%,4%,72%[activator],-10%,u,55%[activator],-1%,55%[activator],-11%
HP1b binding inh,9%,39%,10%,31%,31%[activator],20%,19%,u,38%
GLS inhibitor,3%,2%,1%,7%,0%,10%,4%,-2%,2%
BLM inh,2%,x,x,1%,-9%,-2%,-12%,-5%,5%
G9a inh,-31%[12.7 µM],8.9µM*,-32%,-2%[59 µM],-6%[59 µM],40µM*,17%[59 µM],10µM*,34%[59 µM]
Tb PGK inh,-10%,0%,-3%,7%,-6%,0%,i,i,3%
JMJD2A Tudor inh,-4%,5%,-15%,-4%,-15%,-13%,-20%,20µM*,1%
BAZ2B inh,4%,7%,-7%,0%,3%,u,-15%,50µM*,0%
Pin1 inhibitor,0%,-4%,u,3%,u,u,1%,-4%,1%

# Structures listed so far shown as hits in BAZ2B inh.
(1) COc1cc(/C=C2\C(=N)N3N=C(S(C)(=O)=O)SC3=NC2=O)ccc1OC(=O)c1cccs1
(40) CC1CN(CCOc2cccc(Oc3ccccc3)c2)CC(C)O1 (centres undefined)
entry no.,1,40
POLI inh,-5%,55%[activator]
HP1b binding inh,31%,u
GLS inhibitor,19%,-2%
BLM inh,-10%,-5%
G9a inh,-25%,10µM*
Tb PGK inh,3%,i
JMJD2A Tudor inh,-4%,20µM*
BAZ2B inh,56µM*,50µM*
Pin1 inhibitor,7%,-4%

# Source: PubChem BioAssay (National Center for Advancing Translational Sciences (NCATS))
